Bioassay records (PubChem BioAssay)
PLC-gamma1 inh = PLC-gamma1 enzyme inhibitors, primary screen, biochemical, fluorescence, purified enzyme | 1-phosphatidylinositol 4,5-bisphosphate phosphodiesterase gamma-1 (Homo sapiens), P19174 | fluorogenic substrate | inhibition, % at 12.2 µM | hit rate 0.84% among 370,000 | AID 720700, 2013; in the data active = inhibition above about 9.5%
SMARCA2 activ = SMARCA2 (BRM) function activators, primary screen, cell-based, luminescence, high throughput | MG213 cells, MMTV-luciferase reporter, dexamethasone, overnight | AID 652017, 2013 | activation, % at 9.1 µM | hit rate 1% among 370,000; in the data active = activation above about 7.8%;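 note: 0% = vehicle wells and 100% = reference activator wells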
NR1D1 modulator = modulators of Rev-erb alpha DNA binding, primary screen, biochemical, FITC-DNA, fluorescence polarization, uHTS; Rev-erbα–FITC-DNA binding, 90 min; activity, % at 10 µM; hit rate 0.79% among 370,000; AID 1259318, 2017;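 active = activity above about 14%, limit read from the data; passing the limit was not always enough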;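 note: 0% = DMSO wells with 35 nM protein and 100% = DMSO wells with 750 nM protein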
Target sequence (P20393 whole entry, looked up): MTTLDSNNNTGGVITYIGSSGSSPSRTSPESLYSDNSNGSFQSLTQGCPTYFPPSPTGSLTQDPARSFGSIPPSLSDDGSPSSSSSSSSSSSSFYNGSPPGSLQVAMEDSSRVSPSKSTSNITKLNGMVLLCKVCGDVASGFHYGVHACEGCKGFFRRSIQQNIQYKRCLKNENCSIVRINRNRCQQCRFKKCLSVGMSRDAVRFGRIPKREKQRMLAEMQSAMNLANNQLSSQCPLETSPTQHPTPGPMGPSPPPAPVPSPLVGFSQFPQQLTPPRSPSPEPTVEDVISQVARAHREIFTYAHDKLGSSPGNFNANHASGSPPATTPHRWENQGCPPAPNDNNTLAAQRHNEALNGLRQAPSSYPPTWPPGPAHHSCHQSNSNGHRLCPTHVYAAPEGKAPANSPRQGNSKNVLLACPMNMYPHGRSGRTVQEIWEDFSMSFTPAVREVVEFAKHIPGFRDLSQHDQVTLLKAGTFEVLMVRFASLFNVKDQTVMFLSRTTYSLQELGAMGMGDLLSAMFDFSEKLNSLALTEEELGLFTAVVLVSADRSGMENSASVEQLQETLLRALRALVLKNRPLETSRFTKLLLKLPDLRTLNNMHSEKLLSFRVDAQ
DAX1 inh-1 = DAX1 (NR0B1) inhibitors on StAR promoter, primary screen, cell-based, luminescence, SF-1 (NR5A1), full-length DAX-1; HEK293T StAR-luciferase reporter, SF-1/DAX-1 repression relief; inhibition, % at 6.8 µM; hit rate 1.1% among 370,000; AID 652010, 2013;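 active = inhibition above the mean over all tested compounds plus 3 SD, cut at about 3.6% in these data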;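 note: 0% = DAX-1 cells with DMSO and 100% = cells lacking DAX-1 with DMSO; higher inhibition means more luminescence from relief of DAX-1 repression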
hcDAF12 agonist = H. contortus DAF-12 nuclear receptor activators, primary screen, cell-based, luminescence, HEK293, lit1-tk-luc reporter; hit rate 1.4% among 370,000; HEK293 hcDAF-12 lit1-tk-luc reporter; 0% DMSO, 100% Δ7-dafachronic acid; activation, % at 6.8 µM;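 active = activation above the mean of all tested compounds plus 3 SD, cut at about 5.5% in these data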;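 note: 100% = response to 3 µM Δ7-dafachronic acid high control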
ssDAF12 agonist = S. stercoralis DAF-12 nuclear receptor activators, primary screen, cell-based, luminescence, HEK293, GRIP1 co-expression, lit1-tk-luc; Nuclear hormone receptor DAF-12 (Strongyloides stercoralis); HEK293 ssDAF-12/GRIP1 lit1-tk-luc reporter; % of 3 µM dafachronic acid response; activation, % at 6.8 µM; hit rate 1% among 370,000;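 active = activation above the mean over all tested compounds plus 3 SD, cut at about 0.9% in these data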;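 note: 0% = DMSO-only wells and 100% = 3 µM delta7-dafachronic acid wells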
hgDAF-12 ag = H. glycines DAF-12 receptor agonists, primary screen, cell-based, luminescence, HEK293, GAL4 fusion, UAS-luciferase; Nuclear hormone receptor DAF-12 (Heterodera glycines), GAL4 fusion; HEK293 GAL4-hgDAF12 UAS-luciferase reporter, agonist luminescence; normalized to butyrate control; activation, % at 6.8 µM; hit rate 1.8% among 370,000; AID 687014, 2013;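 active = activation above a cutoff set at the mean of all screened compounds plus 3 SD, cut at about 10% in these data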;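 note: 0% = DMSO wells and 100% = sodium butyrate wells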
DAX1 inh-2 = DAX1 (NR0B1) inhibitors, primary screen, cell-based, HEK293, Gal4-DAX1, luciferase luminescence. Nuclear receptor subfamily 0 group B member 1 (Homo sapiens), P51843. HEK293 Gal4-DAX1 luciferase reporter. inhibition, % at 6.75 µM. hit rate 0.99% among 340,000. AID 504766, 2011;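 active = inhibition above the mean over all tested compounds plus 3 SD, cut at about 4.2% in these data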;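 note: 0% = DAX1-transfected cells with DMSO and 100% = empty-vector control cells with DMSO; inhibition shows as a rise in luminescence from relieved DAX1 repression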
ADAM17 inh = ADAM17 inhibitors, primary screen, biochemical, QFRET; inhibition, % at 6.95 µM; hit rate 0.83% among 370,000; recombinant ADAM17, EDANS/DABCYL FRET peptide cleavage; AID 720648, 2013;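 active = inhibition above the mean of compounds lying between control limits plus 3 SD, set per campaign, cut at about 8.5% in these data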;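 note: 0% = DMSO-only wells as the low control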
MBD2 inh = inhibitors of MBD2 binding to methylated DNA, primary screen, biochemical, TR-FRET, DNA-binding domain, human. Methyl-CpG-binding domain protein 2 (Homo sapiens), Q9UBB5. MBD2 binding to methylated oligonucleotide. inhibition, % at 4.4 µM. hit rate 0.31% among 370,000; in the data active = inhibition above about 13%
Target sequence (Q9UBB5 whole entry, looked up, the tested form may be a part): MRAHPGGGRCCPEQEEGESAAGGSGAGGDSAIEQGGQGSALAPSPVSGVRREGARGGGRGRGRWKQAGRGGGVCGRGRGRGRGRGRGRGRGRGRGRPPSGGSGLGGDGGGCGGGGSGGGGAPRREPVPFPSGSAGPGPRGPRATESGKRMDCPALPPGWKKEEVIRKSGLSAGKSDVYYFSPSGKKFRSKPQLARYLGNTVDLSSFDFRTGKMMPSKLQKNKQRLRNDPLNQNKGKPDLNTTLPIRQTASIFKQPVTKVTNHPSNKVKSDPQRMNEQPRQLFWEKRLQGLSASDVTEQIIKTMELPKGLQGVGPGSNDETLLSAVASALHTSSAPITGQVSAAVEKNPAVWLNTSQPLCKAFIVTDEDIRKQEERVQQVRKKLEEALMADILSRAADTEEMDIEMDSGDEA
PLCb3 inh = human PLC-beta3 inhibitors, primary screen, biochemical, fluorescence; 1-phosphatidylinositol 4,5-bisphosphate phosphodiesterase beta-3 (Homo sapiens), Q01970; Purified PLC-beta3, fluorogenic substrate; inhibition, % at 12.2 µM; hit rate 0.18% among 370,000; AID 720704, 2013; in the data active = inhibition above about 11%;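 note: 0% = median of compound wells on plate and 100% = full blocker control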
Starred values were filed as active, the others as inactive; i = inactive; x = not tested or not shown. A portion of the library; the hit share may differ from the screen's.

SMILES | PLC-gamma1 inh | SMARCA2 activ | NR1D1 modulator | DAX1 inh-1 | hcDAF12 agonist | ssDAF12 agonist | hgDAF-12 ag | DAX1 inh-2 | ADAM17 inh | MBD2 inh | PLCb3 inh
COC(=O)C1=C(c2ccc(F)cc2F)C[C@@H]2CC[C@H]1N2C(=O)N1CCC(O)CC1 | 7 | 2 | -1 | -0.1 | -1.9 | -1.0 | -3.3 | 2.2 | 4 | 0 | 5
COc1cccc(N=Nc2c(O)[nH]c(=S)[nH]c2=O)c1 | 1 | 4 | 5 | 0.2 | -2.7 | -0.9 | -2.0 | 2.9 | 1 | -16 | -7
O=[N+]([O-])c1ccc(C[n+]2c(-c3ccccc3)cc(-c3ccccc3)cc2-c2ccccc2)cc1 | -192 | -2 | 1 | -1.0 | -0.8 | -1.1 | -0.5 | 0.8 | -95 | -3 | -229
CCC1CCCCN1CC(=O)c1ccc(OC(F)F)cc1 (stereo not drawn) | -2 | 14* | 2 | 0.3 | 0.7 | -1.2 | 2.5 | 0.1 | 0 | 2 | 3
COC(=O)C12OCC34C(CC5C(C)=C(O)C(=O)CC5(C)C3C(O)C1O)OC(=O)C(OC(=O)/C=C(\C)C(C)C)C24 (stereo not drawn) | 13* | -11 | 6 | -7.2 | -6.2 | -2.5 | -17 | -6.8 | 5 | 1 | 8
CN1C(=O)/C(=C/c2cccn2-c2ccc3ccccc3c2)C(=O)NC1=S | -24 | 1 | -2 | -0.1 | -0.1 | -1.0 | -0.9 | 0.2 | -2 | -2 | -28
CCCCC1(CC)COP(=O)(OCC(Cl)(Cl)Cl)OC1 (stereo not drawn) | 2 | 4 | 2 | 0.0 | -1.4 | -1.1 | 2.5 | 2.7 | 3 | 2 | 4
Cc1ccc(S(=O)(=O)Cc2ccc(C(=O)N3CCC4(CC3)OCCO4)o2)cc1 | 2 | -3 | -1 | 0.1 | 5.8* | -0.5 | 0.3 | 1.3 | -1 | 0 | -1
C=C(C)Cn1c(=O)n(CC2CS2)c2ccccc21 (stereo not drawn) | -3 | -1 | 2 | -0.5 | -0.7 | -1.6 | -0.3 | -1.3 | -4 | -2 | 1
CC(=Nc1ccc2c(c1)CCC2)c1c(O)n(C2CCCCC2)c(=O)[nH]c1=O | -3 | -4 | 6 | -0.4 | -0.6 | -0.8 | -1.2 | 0.7 | -2 | -2 | 0
CCN(CC)c1ccc(N=Cc2c(O)n(-c3cc(OC)ccc3OC)c(=O)[nH]c2=O)cc1 | -2 | -1 | 0 | 0.2 | 0.4 | -1.0 | 0.8 | 2.4 | 2 | 0 | -4
Cc1ccc2c(c1)c(=O)c1c3n2CCN(CC2CO2)C3CC1 (stereo not drawn) | -192 | -4 | -1 | -0.1 | -1.1 | -0.6 | 3.7 | -0.2 | -55 | -1 | -244
CC(=O)O[C@@H]1CC[C@]2(C)C3CC[C@]4(C)C(=O)[C@H](O)CC4C3[C@@H](OC(C)=O)C[C@H]2C1 (stereo partly drawn) | 1 | -1 | -2 | -0.9 | -1.2 | -1.0 | 5.7 | 3.8 | -3 | -2 | -2
O=c1[nH]c(=S)[nH]c(O)c1N=Nc1ccc(SC(F)F)cc1 | 3 | 11* | 6 | 2.5 | 3.2 | 0.2 | 6.9 | -0.1 | 1 | -4 | -6
CC(C)OP(=O)(OC(C)C)C(NCc1ccccc1)c1ccccc1 (stereo not drawn) | 3 | 3 | 1 | -0.8 | -0.1 | -1.8 | -1.1 | -0.9 | -2 | 0 | -7
O=C1CC2OCC=C3CN4CCC56c7cc([N+](=O)[O-])ccc7N1C5C2C3CC46 (stereo not drawn) | 2 | 1 | -1 | 0.0 | -0.8 | -0.8 | 3.4 | 3.1 | 1 | 3 | -1
COc1ccc(NC2Oc3cc4c(cc3C(c3cc(OC)c(OC)c(OC)c3)C2C)OCO4)cc1 (stereo not drawn) | -1 | -3 | -3 | 1.5 | -0.9 | -0.6 | -6.9 | -1.0 | -4 | -1 | -5
COC(=O)c1ccccc1OP1(=O)COc2ccccc2OC1 | 0 | -1 | 3 | -0.3 | 0.6 | -1.3 | -0.6 | 0.3 | -1 | 1 | -9
c1ccc(CCN2CCC3CCNC3C2)cc1 (stereo not drawn) | 2 | 1 | -4 | -0.8 | 1.8 | -0.3 | -1.1 | x | -3 | 3 | 2
CCOc1ccc(-c2cc(C)[n+](CCO)c(-c3ccc(OCC)cc3)c2)cc1 | i | -7 | 2 | -1.1 | 0.9 | -1.9 | -5.4 | -0.7 | -425 | 1 | i
COCCNC(=O)N1[C@H]2CC[C@@H]1C(C(=O)OC)=C(c1ccc(OC(F)(F)F)cc1)C2 | -4 | -1 | 6 | -1.1 | -3.5 | -1.9 | -2.7 | -1.7 | -3 | 0 | 0
CCN(CC)CCN/N=C(\C)c1c(O)[nH]c(=O)[nH]c1=O | -2 | -1 | 7 | 0.3 | -0.8 | -1.4 | -1.5 | x | 0 | -5 | -5
CCOC(=O)C1C(=O)NC23CCCC2C1c1ccccc1O3 (stereo not drawn) | -1 | -1 | -7 | 0.3 | -0.9 | -0.8 | 1.0 | -0.5 | -4 | 7 | -4
CCOC(=O)c1c(-c2ccccc2)oc2ccc(OC(=O)N(C)C)cc12 | -61 | -4 | 7 | -1.3 | -0.6 | -1.8 | 0.4 | -0.3 | -48 | -1 | -83
c1cc2c(cc1[C@H]1OC[C@H]3[C@@H]1CO[C@@H]3c1ccc3c(c1)OCO3)OCO2 | 1 | -7 | 0 | -2.2 | -0.3 | -1.1 | 0.3 | -1.3 | -6 | 5 | -3

Brought forward from above: 2 compounds; new compounds follow.
SMILES | PLC-gamma1 inh | SMARCA2 activ | NR1D1 modulator | DAX1 inh-1 | hcDAF12 agonist | ssDAF12 agonist | hgDAF-12 ag | DAX1 inh-2 | ADAM17 inh | MBD2 inh | PLCb3 inh
CCOC(=O)c1c(-c2ccccc2)oc2ccc(OC(=O)N(C)C)cc12 | -61 | -4 | 7 | -1.3 | -0.6 | -1.8 | 0.4 | -0.3 | -48 | -1 | -83
c1cc2c(cc1[C@H]1OC[C@H]3[C@@H]1CO[C@@H]3c1ccc3c(c1)OCO3)OCO2 | 1 | -7 | 0 | -2.2 | -0.3 | -1.1 | 0.3 | -1.3 | -6 | 5 | -3
CCOP(=O)(Nc1ccc2c(c1)C(=NNC(N)=S)c1ccccc1-2)OCC | -6 | 0 | 11 | -2.5 | -0.3 | -1.0 | -3.8 | -1.2 | 2 | 0 | -9
CCOC(=O)c1c(NC(=O)c2c(N)n(CCCOC)c3nc4ccccc4nc23)sc2c1CCCC2 | -11 | 2 | 5 | -0.1 | 1.6 | -1.2 | -3.4 | 0.4 | -8 | -2 | -12
c1ccc(CNC2CCCCCCC2)cc1 (tested in a mixture with another compound) | 0 | -2 | -4 | 0.1 | -1.1 | -1.0 | 1.1 | 1.2 | -2 | -2 | 3
N#CC12c3ccccc3C(=O)N1Cc1cnnn1-c1ccccc12 (stereo not drawn) | 2 | -4 | -3 | -1.3 | -0.3 | -1.4 | -4.3 | x | 0 | 7 | -1
O=C(c1ccc(Cl)cc1)C1CCCN(Cc2ccon2)C1 (stereo not drawn) | 3 | -2 | -4 | 0.8 | 1.3 | -1.5 | -2.3 | -1.2 | -1 | 1 | -3
COC(=O)C(O)(c1ccc(N(C)C(=O)c2ccc(Cl)c(Cl)c2)cc1)C(F)(F)F (stereo not drawn) | 3 | 0 | -1 | 0.1 | 4.8 | -0.4 | -2.1 | 0.1 | 3 | -4 | 4
C=CCn1c(=O)c(C=Nc2c(OC)cccc2[N+](=O)[O-])c(O)n(CCCC)c1=O | -3 | -1 | 6 | -0.3 | -0.7 | -1.4 | 0.7 | 1.6 | -1 | 0 | 1
COc1ccc(CN(CCc2c[nH]c3ccccc23)Cc2ccc(OC)cc2)cc1 | -2 | -4 | 7 | -0.7 | 1.1 | -0.4 | 5.5 | 0.9 | -1 | 2 | -1
CCCCN1C(=O)NC(=O)C2(Cc3c(nc4ccccn4c3=O)N3CCc4ccccc4C32)C1=O (stereo not drawn) | -9 | 1 | -2 | 0.3 | 6.0* | 0.1 | 0.2 | -0.9 | -3 | -4 | -13
O=C(Nc1ccc(Br)cc1)c1nn(C23CC4CC(CC(C4)C2)C3)cc1Br | 4 | 2 | 0 | -0.4 | -0.6 | -1.2 | -0.5 | 1.4 | -2 | 3 | 1
Cn1ccc(NC(=O)CCl)n1 | 1 | -1 | -3 | -1.4 | -1.3 | -1.7 | -7.9 | -0.5 | -4 | -1 | -5
Cc1ccccc1C(=O)N1Cc2ccccc2-n2nncc2C1 | 0 | -1 | 2 | -0.9 | -0.6 | 0.3 | -1.2 | 0.6 | -3 | -7 | 2
CN1CCN(c2ccc(Cl)cc2N)CC1 | 1 | -1 | 1 | 0.6 | -1.2 | -0.8 | -0.3 | 0.6 | 0 | 8 | -2
Cn1cnnc1Sc1cc(N2CCNCC2)ccc1[N+](=O)[O-] | 6 | 0 | 9 | 0.3 | 0.1 | -1.8 | -0.6 | 0.8 | -1 | -5 | -6
Cc1ccc(C2C(=O)NC(=O)NC2=O)cc1 | 2 | 1 | 3 | 0.0 | 0.3 | -1.0 | -3.3 | 0.1 | -3 | 1 | 5
CC(C)N1CCOC(c2ccc(O)c(O)c2)C1 (stereo not drawn) | -1 | -4 | -13 | 0.6 | 1.2 | -0.2 | -2.1 | x | 1 | -2 | 0
S=C(NCCc1ccccc1)N1Cc2cc(N3CCCCC3)ccc2-n2nncc2C1 | -10 | -1 | 3 | -1.3 | -1.0 | -1.2 | 0.3 | x | 2 | -1 | -14
Cn1cccc1/C=C1/C(=O)NC(=S)N(Cc2ccc(F)cc2)C1=O | -5 | -5 | -7 | -0.5 | -0.7 | -1.1 | 0.1 | 0.9 | -5 | 2 | -10
COc1ccc(OC(=O)N(C)C)c(CN(C)C)c1 | 5 | 2 | 0 | -0.3 | 0.8 | -1.0 | -1.3 | 0.0 | 2 | -1 | 5
CC(C)c1oc(=O)cc2c1[C@@H](O)[C@H]1OC(=O)[C@@]3(C)C[C@@H](O)[C@@H](O)[C@@]2(C)C13 (stereo partly drawn) | 5 | 5 | -3 | -2.6 | -4.8 | -2.3 | -11 | -5.2 | 2 | -2 | 0
Cc1cc(OC(=O)c2ccco2)c2c3c(c(=O)oc2c1)CCC3 | -25 | 0 | -3 | -0.9 | -0.7 | -1.8 | -0.9 | 0.3 | -17 | -1 | -28
CN1CCN(c2ncc(C=O)s2)CC1 | 6 | -3 | -2 | -0.4 | 1.2 | -1.3 | 1.0 | -0.1 | 2 | -2 | 4
